Autophagy mod: alters autophagy in cells; calls only at 10 µM (by protocol); AID 463193; MEF GFP-LC3 puncta imaging; test concentration mostly 10 µM; 190,000 compounds, 0.98% hits;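 active = percentage of spot-positive cells more than 3 SD above its plate mean, without a fluorescence outlier flag or 80% toxicity; inconclusive = no clear call, values can overlap the other calls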;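 note: spot-positive cell cutoff set from DMSO-treated cells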
GPR35 antagonists: inhibition of zaprinast-stimulated GPR35 beta-arrestin translocation – imaging, U2OS, beta-arrestin-GFP, zaprinast agonist, primary screen (AID 2058). 290,000 compounds, 0.052% hits. inhibition, % at 10 µM, or IC50 in µM where a hit was titrated. U2OS GPR35 beta-arrestin-GFP translocation imaging, zaprinast antagonism; higher % means a stronger effect;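 active = inhibition of at least 50% with at least 30 cells and total cytoplasm GFP at most 10,000,000; inconclusive = under 30 cells or total GFP of 10,000,000 plus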
RSV CPE inhibition: inhibition of RSV-induced cytopathic effect – HEp-2 cells, primary 10 µM value included (AID 2391); HEp-2 cells, RSV-induced CPE inhibition; higher % means a stronger effect; CPE inhibition, % at 10 µM, or IC50 in µM where a hit was titrated; 310,000 compounds, 0.13% hits; in the data active = a potency from the dose series; inconclusive = CPE inhibition mostly from about 23% at the one dose, without a potency; inactive = the rest, 99 in 100 with CPE inhibition below about 21%; note: strong numbers were not always called active
LYP inhibition: PTPN22 lymphoid phosphatase activity blockers – biochemical, fluorescence intensity, uHTS (AID 1779); recombinant LYP phosphatase, fluorescence intensity; higher % means a stronger effect; one-dose inhibition, % at 11.5 µM; IC50 in µM for titrated hits; 290,000 compounds, 0.054% hits; in the data active = inhibition above about 50%;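 note: plate controls were vehicle with enzyme for no effect and no enzyme for full effect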
NTR1 agonist: NTR1-driven beta-arrestin-GFP spot formation – imaging, U2OS cells, high content, primary screen (AID 493036). P30989. agonist mode. activation, % at 20 µM. 330,000 compounds, 0.17% hits;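 active = activation at or above 40% of the spot to cytoplasm intensity ratio, with at least 20 cells analyzed; inconclusive = wells under 20 cells, flagged as cytotoxic or low count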;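 note: 0% = DMSO without peptide and 100% = 100 nM NTR1 peptide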
Target sequence (P30989 whole entry, looked up): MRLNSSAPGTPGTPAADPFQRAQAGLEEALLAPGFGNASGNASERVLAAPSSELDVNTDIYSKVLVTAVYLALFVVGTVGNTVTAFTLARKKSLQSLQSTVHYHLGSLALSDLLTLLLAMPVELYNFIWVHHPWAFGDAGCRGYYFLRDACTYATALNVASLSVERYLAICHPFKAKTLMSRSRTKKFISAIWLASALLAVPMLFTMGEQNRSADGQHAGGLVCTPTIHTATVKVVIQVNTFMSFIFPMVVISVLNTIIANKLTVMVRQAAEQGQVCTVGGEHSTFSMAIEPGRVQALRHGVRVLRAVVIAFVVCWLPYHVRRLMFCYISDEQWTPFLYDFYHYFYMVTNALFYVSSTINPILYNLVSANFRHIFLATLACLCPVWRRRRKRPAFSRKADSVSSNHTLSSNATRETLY
WT yeast gro inh: growth inhibition of WT yeast, mitochondrial fusion screen | mitochondrial fusion phenotypic screen, WT strain | inhibition, % at 10 µM | 190,000 compounds, 2.1% hits; in the data active = inhibition above about 58%; tested in S. cerevisiae
UTI89 phage lysis: inhibition of K1F phage lysis, E. coli UTI89, bacterial capsule biogenesis inhibitors, alamar blue (AID 488966); E. coli UTI89 K1F phage lysis, alamar blue, 2 h; higher % means a stronger effect; inhibition, % at 100 µM, or IC50 in µM where a hit was titrated; 340,000 compounds, 0.02% hits;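 active = phage lysis inhibition, versus mean bacterial control, above a set limit; inconclusive = no clear call, values can overlap the other calls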;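 note: capsule biogenesis inhibitors block K1F phage lysis so surviving cells raise fluorescence; higher fluorescence means more inhibition of phage lysis; actives were called in the ten point dose series up to 300 µM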
AID2073: disruptors of CaV2.2 binding to Mint1 – biochemical, HTRF (AID 2073); one-dose inhibition, % at 20 µM; IC50 in µM for titrated hits; 290,000 compounds, 0.19% hits; HTRF protein-protein interaction, Mint1-CaV2.2; higher % means a stronger effect; in the data active = inhibition mostly above about 51%, no sharp cut-off; inconclusive = no clear call, values can overlap the other calls; inactive = mostly below about 53%; note: some results filed as inactive read as strong as hits
NS5 inhibitors: Dengue-2 NS5 methyltransferase inhibitors, primary screen, biochemical, confirmation dose response (AID 588689) | Dengue-2 NS5 methyltransferase capping enzyme assay, biochemical; higher % means a stronger effect | inhibition, % at 25 µM, or IC50 in µM where a hit was titrated | 340,000 compounds, 0.3% hits; in the data active = a potency from the dose series; inconclusive = inhibition above about 29% without an active follow-up result
WT yeast gro inh mutant strain: also measured in WT yeast gro inh; calls as there; inhibition, %; mitochondrial fusion phenotypic screen, mutant strain inhibition
Autophagy mod cell loss 18 h: recorded beside Autophagy mod, whose call it bears; toxicity, %; measured here: cell loss, nuclei count;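 cell loss after 18 h compound exposure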
NTR1 agonist cell count 20 µM: recorded beside NTR1 agonist, whose call it bears; cell count; measured here: cell count, cytotoxicity flag
Active calls of the source: *; i = inactive; ? = inconclusive; · = not tested or not shown; [ ] = dose if it differs, or a comment.

SMILES	Autophagy mod	Autophagy mod cell loss 18 h	GPR35 antagonists	RSV CPE inhibition	LYP inhibition	NTR1 agonist	NTR1 agonist cell count 20 µM	WT yeast gro inh	WT yeast gro inh mutant strain	UTI89 phage lysis	AID2073	NS5 inhibitors
Cc1ccc(CN(CC2CCCO2)C(=O)CN2C(=O)C(C(C)C)Oc3ccccc32)o1 (stereo not given)	i	17	15%	0.7%	5%	-0.3	64	3	2	1.0%	16%	-10%
O=C(CSc1nccc(=O)[nH]1)c1ccccc1Br	i	-1	7%	2.9%	-9%	1.4	90	-1	-6	1.3%	-3%	6%
Cc1nn(C)c(Cl)c1CN1CCC(CO)(CCOc2ccccc2)CC1	i	5	0%	-0.4%	-4%	0.7	63	0	-5	-4.8%	-10%	-1%
CC(C)Cn1c(O)c2ccc(C(=O)N=NC(=O)c3cccnc3)cc2c1O	i	1	-13%	1.8%	-8%	1.5	82	-23	-15	0.2%[50 µM]	4%	-1%
CSCCC(NC(=O)COc1ccccc1)C(=O)N1CC(C)CC(C)C1 (stereo not given)	·	·	·	-0.4%	·	1.8	55	·	·	0.7%[50 µM]	·	0%
COc1ccc(C(=O)N2CCOCC2)cc1Br	i	-3	-19%	1.6%	-1%	1.8	82	0	-2	0.3%	1%	-5%
CC(C)C(=O)Nc1ccc(N2CCN(c3ccc(F)cc3)CC2)cc1	i	0	-6%	-0.2%	0%	0.1	44	-19	6	1.5%	3%	-7%
COc1cccc(NC(=O)C(=O)NCC2CCCN2S(=O)(=O)c2ccccc2)c1 (stereo not given)	·	·	·	-1.7%	·	-0.1	52	·	·	1.1%[50 µM]	·	-1%
Cc1ccccc1N1C(=O)C2C3C=CC(C2C1=O)N(C)C3=O (stereo not given)	i	22	3%	5.7%	-2%	-2.3	95	-4	-4	1.5%	-1%	0%
CCC1(C)N([O-])C(C)=C(c2ccccc2)[N+]1=O (stereo not given)	i	-6	-1%	3.0%	-8%	-1.1	56	-12	7	1.0%	-4%	-18%
O=C(COc1ccc2ccccc2c1)NNC(=O)Cc1ccccc1	i	21	-3%	1.4%	-10%	·	·	3	3	2.3%	-24%	0%
O=C(Nc1ccc(-n2cnnn2)cc1)c1cccc(S(=O)(=O)N2CCCC2)c1	·	·	·	0.6%	·	0.7	73	·	·	0.7%[50 µM]	·	-7%
COc1ccc(C2CC(=O)C=C(NCc3ccccc3)C2)cc1 (stereo not given)	·	·	9%	0.1%	-4%	0.4	56	·	·	0.5%	-4%	2%
Cc1[nH]c2ccccc2c1C(=O)CSc1nc2ccccc2[nH]1	i	11	9%	47%	-4%	6.1	42	-4	2	1.0%	19%	3%
Nc1nc(-c2ccccc2)c(-c2ccccc2)s1	i	-17	20%	5.5%	-6%	-3.0	96	3	17	-0.6%	-8%	-3%
N#C/C(=C\c1ccc(-c2cccc([N+](=O)[O-])c2)o1)c1nnc(N2CCOCC2)n1-c1ccccc1	i	-1	-8%	2.4%	8%	4.2	71	-18	4	·	16%	·
COCCNC(=O)c1ccc2c(c1)NC(=O)CS2	i	-1	30%	1.4%	-8%	-1.4	55	-6	-14	9.8%	-11%	1%
Cc1cccc(OCCNc2nc3c(c(=O)n(C)c(=O)n3C)n2C)c1	i	-12	5%	5.0%	-4%	1.0	55	11	16	0.2%	0%	1%
CCCCCCc1cc2cc(C(=O)Nc3ccccc3)c(=O)oc2cc1O	i	14	-3%	-0.2%	-4%	0.6	55	-9	4	-0.1%	7%	-2%
Cc1cc(Cl)cc(Br)c1OCCCCn1cncn1	i	5	5%	3.1%	-3%	-2.1	76	31	30	0.1%	1%	-10%
COC(=O)c1ccc(C(=O)OC)c(NC(=S)N2CCOCC2)c1	i	26	-5%	-0.4%	-10%	2.2	61	-10	11	2.1%	-8%	-5%
Cc1cc(C)c2[nH]c(C)c(CN3CCCCCC3)c(=O)c2c1	·	·	-6%	-0.7%	-10%	1.6	39	·	·	0.0%	2%	5%
CN1C(=O)CSC1=S	·	·	7%	-1.9%	-5%	-0.7	54	·	·	5.0%	2%	-4%
CC(C)CC(=O)NCc1ccc2[nH]c3c(c2c1)CCCC3	i	-8	2%	6.5%	-1%	0.4	35	-5	-22	1.1%	10%	13%
c1ccc(CCn2nnnc2CN2CCCc3ccccc32)cc1	i	-1	13%	1.6%	-6%	-2.1	57	13	-1	1.0%	-11%	?

Next section, starting with the last 3 of the part before.
SMILES	Autophagy mod	Autophagy mod cell loss 18 h	GPR35 antagonists	RSV CPE inhibition	LYP inhibition	NTR1 agonist	NTR1 agonist cell count 20 µM	WT yeast gro inh	WT yeast gro inh mutant strain	UTI89 phage lysis	AID2073	NS5 inhibitors
CN1C(=O)CSC1=S	·	·	7%	-1.9%	-5%	-0.7	54	·	·	5.0%	2%	-4%
CC(C)CC(=O)NCc1ccc2[nH]c3c(c2c1)CCCC3	i	-8	2%	6.5%	-1%	0.4	35	-5	-22	1.1%	10%	13%
c1ccc(CCn2nnnc2CN2CCCc3ccccc32)cc1	i	-1	13%	1.6%	-6%	-2.1	57	13	-1	1.0%	-11%	?
Cc1ccc(C(=O)OCC(=O)NCc2ccccc2)cc1S(=O)(=O)N1CCCCC1	·	·	·	3.6%	·	-1.0	59	·	·	1.2%[50 µM]	·	-2%
CNC(=S)N(C1=NCC(c2ccc([N+](=O)[O-])cc2)S1)c1ccccc1 (stereo not given)	·	·	1%	3.5%	2%	2.1	51	·	·	0.1%	0%	-5%
COc1ccc(C(C(=O)NC2CCCCC2)N(C(=O)c2snc(C(N)=O)c2N)c2ccccc2OC)cc1 (stereo not given)	·	·	5%	7.0%	-6%	8.3	50	·	·	0.6%	9%	1%
CCOc1nc2ccccc2cc1C=O	i	-9	0%	2.4%	-6%	3.0	51	4	-11	0.1%	14%	-7%
COc1ccc(CC(=O)OCC(=O)c2c[nH]c3ccccc23)cc1	·	·	·	0.7%	·	-2.3	54	·	·	0.7%[50 µM]	·	-6%
CCN1C(=O)CC(N2CCN(C(c3ccccc3)c3ccccc3)CC2)C1=O (stereo not given)	i	-6	4%	0.5%	2%	1.3	71	17	7	-0.7%	-5%	-2%
CC(C)Cn1c(N)c(C(=O)COC(=O)c2ccncc2)c(=O)n(C)c1=O	i	2	5%	0.2%	6%	0.5	64	5	1	-0.6%	-1%	-13%
CCn1c(=O)n(CC(=O)Nc2cc(OC)c(OC)c(OC)c2)c(=O)c2ccccc21	i	-7	4%	0.1%	2%	0.7	58	-3	6	2.0%	-7%	-3%
Cc1ccc(C)c(S(=O)(=O)N2CCC(c3nc4c(nnn4Cc4ccc(F)cc4)c(=O)[nH]3)CC2)c1	i	-7	-4%	-5.3%	16%	23	61	-5	1	0.2%	13%	-2%
COc1ccccc1/C=N/NC(=O)c1cc2c(ccc3ccccc32)o1	·	·	6%	13%	-2%	1.8	65	·	·	0.1%	5%	1%
O=C(N/C(=C\c1ccc([N+](=O)[O-])cc1)C(=O)N1CCCCC1)c1ccccc1	i	-6	-14%	1.6%	-3%	-0.8	22	10	6	0.7%	7%	1%
CCN(CC)c1nc(Oc2ccc(C(=O)NN)cc2)nc(Oc2ccc(C(=O)NN)cc2)n1	·	·	4%	1.9%	-10%	2.0	68	·	·	1.5%[50 µM]	25%	0%
CSc1nnc(-c2ccco2)c(-c2ccco2)n1	i	-3	-6%	3.3%	-1%	2.2	56	-4	5	-1.4%	33%	87µM*
C#Cc1ccc(CN2CCN(CCc3ccccc3)C(CCO)C2)cc1 (stereo not given)	·	·	2%	-1.0%	-4%	-0.1	60	·	·	0.0%	3%	-9%
O=C(CN(Cc1ccccc1F)S(=O)(=O)c1ccc(Cl)cc1)NCCC1=CCCCC1	i	2	7%	-0.8%	7%	11	74	6	-1	0.5%	8%	-1%
COc1cc(C(=O)Nc2cc(C)nn2-c2ccccc2)cc(OC)c1OC	·	·	19%	0.9%	-2%	0.9	47	·	·	0.2%	11%	-10%
CCn1nnnc1NC(=O)c1cc(Cl)c(OC)c(Cl)c1	i	-1	-6%	-1.0%	-3%	-0.9	65	15	-8	0.3%	5%	1%
CCOc1cc(CN2CCCC(N3CCc4ccccc4C3)C2)ccc1O (stereo not given)	·	·	2%	-0.7%	-6%	0.1	36	·	·	-1.3%	2%	3%
O=C(COC(=O)Cc1ccccc1F)NNC(=O)c1ccc(Cl)cc1	·	·	·	-1.9%	·	0.7	52	·	·	1.2%[50 µM]	·	-2%
CCOC(=O)c1c(C)n(C)c2cc(Br)c(C(=O)OC)cc12	i	5	6%	14%	5%	2.2	53	28	-15	-0.4%	2%	-6%

Random excerpt: 3 compounds from above.
SMILES	Autophagy mod	Autophagy mod cell loss 18 h	GPR35 antagonists	RSV CPE inhibition	LYP inhibition	NTR1 agonist	NTR1 agonist cell count 20 µM	WT yeast gro inh	WT yeast gro inh mutant strain	UTI89 phage lysis	AID2073	NS5 inhibitors
Cc1cc(Cl)cc(Br)c1OCCCCn1cncn1	i	5	5%	3.1%	-3%	-2.1	76	31	30	0.1%	1%	-10%
COc1ccc(C(C(=O)NC2CCCCC2)N(C(=O)c2snc(C(N)=O)c2N)c2ccccc2OC)cc1 (stereo not given)	·	·	5%	7.0%	-6%	8.3	50	·	·	0.6%	9%	1%
CCn1c(=O)n(CC(=O)Nc2cc(OC)c(OC)c(OC)c2)c(=O)c2ccccc21	i	-7	4%	0.1%	2%	0.7	58	-3	6	2.0%	-7%	-3%
